Integrin act MD: activators of alpha7 integrin expression for muscular dystrophy; alpha7betagal myoblasts, beta-gal FDG fluorescence, 48 h; AID 624291; Potency, µM (series often up to 38.3 µM), for inactives: at the highest dose activation, actives largely listed as activators; hit rate 0.064% among 350,000;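 further: potency means the concentration at half of the fitted maximal effect; 100% = response of the positive control SU9516; nearly all actives have a fitted effect of over 60% in size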
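alpha7betagal+/- myoblasts (passage 13, 250/well) treated 48 h at 37C with compounds at 1:260 dilution of DMSO stock. Lysed, then beta-galactosidase activity read as FDG fluorescence (ex 480/em 540) after 30 min, with pre-read for autofluorescence.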
TRPV1 agonist: agonists of human vanilloid receptor 1 (TRPV1); Q8NER1; TRPV1-expressing cells, Fluo-8 calcium influx, agonist mode; activation, % at 8.33 µM; hit rate 0.19% among 320,000; in the data active means activation above about 80%; inconclusive means between about 30% and that limit; further: 0% is about no effect
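Fluo-8 calcium influx in TRPV1-expressing cells, kinetic read (ex 480/em 520 nm). Compound added and read 3 min for agonist activity, followed by capsaicin at EC20 final and 2 min further read for enhancement.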
Coupling enz: counter-screen for Giardia aldolase inhibitors: coupling enzyme system | coupling enzyme system counterscreen, AmpLite Red fluorescence | activity change, negative = inhibition, % at 58.2 µM, hits read low | hit rate 0.67% among 290,000 | AID 2472; in the data active means activity change below about -30%; further: on the % scale 0 is the no-effect control and ±100 the full control effect
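Coupling enzymes only (glyceraldehyde-3-phosphate) + compound, at 57.5 uM final, 10 min RT; add substrate/coupling/AmpLite Red mix, 20 min RT; fluorescence ex 525/em 598 nm. Actives flag coupling-system interference.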
MBNL1-CUG inh: blocks human MBNL1 binding to CUG repeat RNA; Q9NR56; TR-FRET MBNL1-His/biotin-(CUG)12 binding, 665/545 ratio; Potency, µM (highest dose often 57.5 µM), without a hit: at the highest dose activity change, negative = inhibition, usual class: inhibitors; hit rate 0.036% among 280,000; AID 2675; active means well fitted inhibition curve with a large enough effect in the signal ratio, with a control signal flat, not every such curve was filed as active; inconclusive means small, poorly fitted or top-dose-only effect, or effect the other way, or a change in a side signal; inactive means no such curve, though single readings can be large or run the other way; the % refers to the signal ratio; further: potency means the concentration at half of the fitted maximal effect; on the % scale 0 is the no-effect control and ±100 the full control effect
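Ratiometric TR-FRET (665 over 545 nm, excitation 340 nm) tracks disruption of MBNL1-His/biotin-(CUG)12 complex after 60 min at room temperature, with compounds at 92 nM to 58 uM final.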
CXXC DNA block: inhibitors of human MLL CXXC domain-DNA interaction; hit rate 0.037% among 290,000; Q03164; Potency, µM (doses to about 115 µM), for inactives: at the top dose activity change, negative = inhibition, usual class: inhibitors; MLL-CXXC / FITC-HOXA9 DNA fluorescence polarization; active means well fitted inhibition curve with a large enough effect in the polarisation, with a control signal flat, not every such curve was filed as active; inconclusive means small, poorly fitted or top-dose-only effect, or effect the other way, or a change in a side signal; inactive means no such curve, though single readings can be large or run the other way; the % refers to the polarisation; further: potency means the concentration at half of the fitted maximal effect
Target sequence (Q03164 whole entry, looked up, the tested form may be a part): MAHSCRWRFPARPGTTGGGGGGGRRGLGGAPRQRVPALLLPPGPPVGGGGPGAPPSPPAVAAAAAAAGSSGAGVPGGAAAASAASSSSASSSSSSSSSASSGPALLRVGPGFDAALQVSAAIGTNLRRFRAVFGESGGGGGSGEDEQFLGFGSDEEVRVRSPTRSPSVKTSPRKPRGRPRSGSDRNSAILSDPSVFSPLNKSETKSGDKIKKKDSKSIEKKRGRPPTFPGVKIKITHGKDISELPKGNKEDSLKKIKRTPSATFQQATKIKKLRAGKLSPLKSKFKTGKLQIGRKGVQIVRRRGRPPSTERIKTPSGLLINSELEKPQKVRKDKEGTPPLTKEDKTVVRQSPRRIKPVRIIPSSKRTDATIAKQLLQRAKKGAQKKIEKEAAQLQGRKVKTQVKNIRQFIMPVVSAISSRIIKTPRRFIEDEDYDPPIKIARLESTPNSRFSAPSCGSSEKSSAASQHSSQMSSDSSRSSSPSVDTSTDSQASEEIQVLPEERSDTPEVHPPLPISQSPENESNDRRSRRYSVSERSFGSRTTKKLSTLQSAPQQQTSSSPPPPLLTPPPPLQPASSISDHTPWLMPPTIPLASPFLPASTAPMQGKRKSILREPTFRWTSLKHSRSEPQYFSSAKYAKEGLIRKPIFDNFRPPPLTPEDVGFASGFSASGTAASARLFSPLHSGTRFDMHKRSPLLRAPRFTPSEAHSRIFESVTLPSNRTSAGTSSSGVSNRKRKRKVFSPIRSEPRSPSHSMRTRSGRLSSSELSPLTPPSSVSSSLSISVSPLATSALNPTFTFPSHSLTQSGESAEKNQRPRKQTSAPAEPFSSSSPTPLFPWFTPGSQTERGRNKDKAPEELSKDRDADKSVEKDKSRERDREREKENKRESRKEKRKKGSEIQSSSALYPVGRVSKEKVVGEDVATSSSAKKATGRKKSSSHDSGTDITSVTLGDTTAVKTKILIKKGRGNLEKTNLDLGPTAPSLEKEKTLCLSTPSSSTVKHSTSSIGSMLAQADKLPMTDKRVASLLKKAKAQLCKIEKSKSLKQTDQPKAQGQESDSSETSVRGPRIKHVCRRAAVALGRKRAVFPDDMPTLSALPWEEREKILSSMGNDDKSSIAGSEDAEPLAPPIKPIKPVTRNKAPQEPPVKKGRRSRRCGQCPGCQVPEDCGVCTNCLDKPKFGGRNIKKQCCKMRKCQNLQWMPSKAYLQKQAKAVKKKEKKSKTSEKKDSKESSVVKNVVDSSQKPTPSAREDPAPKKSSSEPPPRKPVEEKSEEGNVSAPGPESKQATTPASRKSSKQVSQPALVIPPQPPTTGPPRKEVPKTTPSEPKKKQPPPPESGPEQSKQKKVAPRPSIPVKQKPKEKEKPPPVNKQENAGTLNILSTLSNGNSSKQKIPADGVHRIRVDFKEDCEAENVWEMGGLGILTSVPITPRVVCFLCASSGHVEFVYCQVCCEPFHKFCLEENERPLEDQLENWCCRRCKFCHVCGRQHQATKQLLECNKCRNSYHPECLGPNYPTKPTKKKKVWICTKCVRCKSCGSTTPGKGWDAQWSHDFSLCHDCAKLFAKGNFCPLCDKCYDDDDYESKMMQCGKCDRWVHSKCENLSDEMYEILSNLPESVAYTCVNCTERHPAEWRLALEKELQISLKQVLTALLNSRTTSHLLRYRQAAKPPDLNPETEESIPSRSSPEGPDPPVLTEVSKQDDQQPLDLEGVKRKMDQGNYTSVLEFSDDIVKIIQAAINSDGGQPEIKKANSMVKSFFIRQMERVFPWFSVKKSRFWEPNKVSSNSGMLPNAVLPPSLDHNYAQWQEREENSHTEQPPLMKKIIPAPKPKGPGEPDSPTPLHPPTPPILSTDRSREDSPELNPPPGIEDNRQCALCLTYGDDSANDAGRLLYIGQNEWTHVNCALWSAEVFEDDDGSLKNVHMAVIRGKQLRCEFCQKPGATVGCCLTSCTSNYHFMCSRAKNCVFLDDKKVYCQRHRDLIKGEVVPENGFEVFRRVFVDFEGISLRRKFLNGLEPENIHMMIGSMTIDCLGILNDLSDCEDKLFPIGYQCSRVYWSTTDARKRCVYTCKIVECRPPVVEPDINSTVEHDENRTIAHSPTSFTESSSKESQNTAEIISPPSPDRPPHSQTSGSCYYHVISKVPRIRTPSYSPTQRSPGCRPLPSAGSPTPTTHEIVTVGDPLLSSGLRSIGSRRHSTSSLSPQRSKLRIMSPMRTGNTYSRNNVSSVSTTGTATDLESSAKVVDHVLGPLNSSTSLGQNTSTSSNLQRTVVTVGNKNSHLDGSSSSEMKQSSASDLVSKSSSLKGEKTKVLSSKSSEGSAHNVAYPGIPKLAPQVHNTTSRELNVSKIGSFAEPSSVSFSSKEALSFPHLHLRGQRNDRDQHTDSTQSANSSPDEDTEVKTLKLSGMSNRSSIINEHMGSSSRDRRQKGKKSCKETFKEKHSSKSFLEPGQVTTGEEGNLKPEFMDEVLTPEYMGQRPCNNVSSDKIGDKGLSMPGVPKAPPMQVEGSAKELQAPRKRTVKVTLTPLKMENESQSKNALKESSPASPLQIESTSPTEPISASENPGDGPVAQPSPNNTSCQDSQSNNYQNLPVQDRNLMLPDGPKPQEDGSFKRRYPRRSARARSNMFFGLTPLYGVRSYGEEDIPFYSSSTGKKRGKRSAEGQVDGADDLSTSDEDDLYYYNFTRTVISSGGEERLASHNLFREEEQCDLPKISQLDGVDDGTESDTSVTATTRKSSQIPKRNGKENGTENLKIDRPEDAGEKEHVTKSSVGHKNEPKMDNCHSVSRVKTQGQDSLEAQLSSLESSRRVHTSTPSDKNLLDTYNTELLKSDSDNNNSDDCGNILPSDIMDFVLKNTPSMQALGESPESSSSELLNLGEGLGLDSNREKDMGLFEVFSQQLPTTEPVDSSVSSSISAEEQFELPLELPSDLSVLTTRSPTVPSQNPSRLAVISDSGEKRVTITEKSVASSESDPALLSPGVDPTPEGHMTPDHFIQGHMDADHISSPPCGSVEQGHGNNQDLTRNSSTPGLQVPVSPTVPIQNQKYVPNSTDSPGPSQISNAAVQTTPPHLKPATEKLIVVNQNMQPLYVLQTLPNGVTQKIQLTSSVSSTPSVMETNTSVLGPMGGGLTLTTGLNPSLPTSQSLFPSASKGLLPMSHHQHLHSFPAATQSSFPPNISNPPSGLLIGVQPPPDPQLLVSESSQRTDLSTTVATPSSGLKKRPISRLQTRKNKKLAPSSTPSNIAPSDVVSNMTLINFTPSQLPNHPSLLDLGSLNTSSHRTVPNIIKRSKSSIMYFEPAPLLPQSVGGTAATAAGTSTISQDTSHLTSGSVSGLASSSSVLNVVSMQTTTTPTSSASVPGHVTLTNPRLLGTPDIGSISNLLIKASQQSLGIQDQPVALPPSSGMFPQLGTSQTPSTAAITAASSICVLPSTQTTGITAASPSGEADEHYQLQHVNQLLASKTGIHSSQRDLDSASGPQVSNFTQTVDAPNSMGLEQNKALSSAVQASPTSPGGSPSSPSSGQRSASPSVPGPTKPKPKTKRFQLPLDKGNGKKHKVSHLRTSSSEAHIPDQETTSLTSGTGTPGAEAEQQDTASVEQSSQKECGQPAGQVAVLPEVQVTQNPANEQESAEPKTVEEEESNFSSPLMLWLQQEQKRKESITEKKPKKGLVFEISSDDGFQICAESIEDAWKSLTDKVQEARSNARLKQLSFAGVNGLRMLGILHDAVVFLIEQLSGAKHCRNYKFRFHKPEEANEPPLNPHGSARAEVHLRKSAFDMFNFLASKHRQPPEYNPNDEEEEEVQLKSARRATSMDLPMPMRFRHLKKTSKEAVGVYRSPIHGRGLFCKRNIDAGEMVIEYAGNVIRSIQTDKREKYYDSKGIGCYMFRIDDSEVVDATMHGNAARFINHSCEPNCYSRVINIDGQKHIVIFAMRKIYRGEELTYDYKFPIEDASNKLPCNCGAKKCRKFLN
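Steps: dispense CXXC domain solution (7 uM) → pin compounds or unlabeled HOX-A9 DNA control → 5 min ambient → add FLSN-HOX-A9 solution (50 nM) → spin → 30 min ambient → fluorescence polarization. Tris pH 7.5/NaCl/DTT/BSA buffer.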
hERG WT inh: KCNH2 (human, wildtype) channel inhibition | Q12809 | U2OS, BacMam KCNH2, thallium flux FluxOr; active compounds read low | activity change, % at 1.84 µM | hit rate 0.37% among 340,000;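 active means maximum activity change below -70%; inconclusive means maximum activity change between -70% and -50%; inactive means maximum activity change above -50%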; further: on the % scale 0 is the no-effect control and ±100 the full control effect
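U2OS cells were transduced with wild-type KCNH2 virus (2.03 x 10^8 / mL) for 4 h at room temperature, then cultured overnight at 37 C. Thallium flux was read with FluxOr dye. Rate constants were normalized to DMSO controls.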
GALK inh: blocks human galactokinase activity. P51570. hit rate 0.007% among 270,000. Purified GALK, Kinase-Glo residual ATP luminescence. Potency, µM (doses to about 57.5 µM), without a hit: top-dose activity change, negative = inhibition, actives largely listed as inhibitors; further: potency means the concentration at half of the fitted maximal effect; on the % scale 0 is the no-effect control and ±100 the full control effect
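ATP-depletion format; final 35 uM ATP, 100 uM D-galactose, 5 nM enzyme; pH 8.0 HEPES/Mg2+ buffer; 60 min RT; luminescence read 10 min after detection reagent.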
ASM inhibitor: human S-ASM enzyme inhibition; P17405; placental ASM, HMU-PC fluorogenic substrate, 60 min; Potency, µM (highest dose often 57.5 µM), for inactives: top-dose activity change, negative = inhibition, actives largely listed as inhibitors; hit rate 0.006% among 340,000; AID 504937; further: potency means the concentration at half of the fitted maximal effect
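Human placenta-derived ASM enzyme was preincubated with compound for 10 minutes at room temperature, then given fluorogenic substrate HMU-PC0 (9 uM final) for 60 minutes at 37 °C; a pH 10 stop preceded fluorescence reading at Ex 386/Em 447 nm.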
KCNH2 3.1 inh: inhibitors of human KCNH2 3.1 potassium channel isoform | hit rate 0.95% among 340,000 | activity change, % (tested at about 1.8 µM) | U2OS KCNH2 3.1, thallium flux FluxOr; active compounds read low | AID 720553;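 active means maximum activity change below -70%; inconclusive means maximum activity change from -70% to -50%; inactive means maximum activity change above -50%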;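 further: thallium influx rate constant from kinetic fluorescence after stimulation buffer; on the % scale 0 is the no-effect control and ±100 the full control effect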
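Channel expression came from 3.1 mutant virus (1.77 x 10^8 /mL) applied to suspended U2OS cells for 4 h. Flux was tracked with FluxOr dye plus Red40 quencher, and kinetic rate constants normalized to controls.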
AT treatment: potential ataxia-telangiectasia treatments restoring KAP-1 phosphorylation; AID 485349; hit rate 0.19% among 320,000; Potency, µM (highest dose often 57.5 µM), for inactives: top-dose activation, usual class: activators; […] A-T fibroblasts, KAP-1 phosphorylation AlphaLISA; neocarzinostatin DNA damage 30 min before lysis; further: potency means the concentration at half of the fitted maximal effect; % of control where 0% means no effect; nearly all actives have a fitted effect of over 45% in size
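hTERT-immortalized A-T patient fibroblasts ([…]), 500 cells/well in OPTI-MEM, 1% FBS, got compounds for 60 min, then NCS for 30 min at 37C. Lysates were then assayed for phospho-KAP-1 by AlphaLISA (anti-pKAP1 donor, anti-KAP1 acceptor beads), 6 hr at 25C.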
Starred values were filed as active, the others as inactive; ? = inconclusive; . = not tested or not shown; [ ] = dose if it differs, or a comment. Unless noted, the call rests on the fitted dose curve; in most records, active means well fitted curve in the direction sought with a large enough effect; inconclusive means small, poorly fitted or top-dose-only effect, or another doubt; inactive means no such curve, though single readings can be large; an effect the other way counts as inactive or inconclusive.

SMILES	Integrin act MD	TRPV1 agonist	Coupling enz	MBNL1-CUG inh	CXXC DNA block	hERG WT inh	GALK inh	ASM inhibitor	KCNH2 3.1 inh	AT treatment
O=C(CCCN1C(=O)C(c2ccccc2)Oc2cccnc21)Nc1cccc(F)c1 (stereo not given)	-9%	29	-1	0%	12%	2	1%	-7%	9	1%
N#C/C(=C/c1ccc(N2CCCCCC2)o1)c1ccc(Cl)cc1	-65%[inhibitor]	-3	-20	-16%	?	-6	0%	-24%	3	.
Cn1ccc(=NC=C(C#N)C#N)c2ccccc21	-16%	-1	2	?	-11%	7	4%	-12%	-9	-18%
Cc1cccc(N2CCN(C(=O)[C@H](C)N3C(=O)C4CC=CCC4C3=O)CC2)c1C (stereo not given in full)	-45%[inhibitor]	.	.	.	.	-2	.	3%	-20	-4%
CCn1cc(/C=C(\NC(=O)c2cc(OC)c(OC)c(OC)c2)C(=O)N2CCN(C)CC2)c2ccccc21	-22%	-2	2	7%	41%[activator]	34	0%	3%	0	8%
O=C(/C=C/c1ccc(Cl)cc1Cl)NC(=S)Nc1ccc(CN2CCOCC2)cc1	-54%[inhibitor]	0	1	?	?	0	-3%	-15%	6	-2%
CC1CCCCC12NC(=O)N(CC(=O)N1CCN(S(=O)(=O)/C=C/c3ccccc3)CC1)C2=O (stereo not given)	-26%	-1	.	.	.	-11	.	4%	9	5%
CC(C)c1ccc(-c2nc(N3CCCCCC3)nc3n[nH]c(N)c23)cc1	-42%	25	2	-9%	6%	3	1%	-1%	-12	4%
Cn1ccc(=S)c2ccccc21	-15%	-3	-22	?	4%	0	0%	1%	-14	-10%
O=C(COc1ccc(Cl)cc1Cl)Nc1nc2n(n1)C(c1ccccc1)CC(=O)N2 (stereo not given)	45%	0	-1	15%	14%	15	-2%	-1%	4	-6%

Look-ups from the list:
Cn1ccc(=S)c2ccccc21 in hERG WT inh = 0
Cc1cccc(N2CCN(C(=O)[C@H](C)N3C(=O)C4CC=CCC4C3=O)CC2)c1C (stereo not given in full) in AT treatment = -4%

Arranged by molar mass (descending): part of the list above.
SMILES	Integrin act MD	TRPV1 agonist	Coupling enz	MBNL1-CUG inh	CXXC DNA block	hERG WT inh	GALK inh	ASM inhibitor	KCNH2 3.1 inh	AT treatment
CC1CCCCC12NC(=O)N(CC(=O)N1CCN(S(=O)(=O)/C=C/c3ccccc3)CC1)C2=O (stereo not given)	-26%	-1	.	.	.	-11	.	4%	9	5%
O=C(COc1ccc(Cl)cc1Cl)Nc1nc2n(n1)C(c1ccccc1)CC(=O)N2 (stereo not given)	45%	0	-1	15%	14%	15	-2%	-1%	4	-6%
Cc1cccc(N2CCN(C(=O)[C@H](C)N3C(=O)C4CC=CCC4C3=O)CC2)c1C (stereo not given in full)	-45%[inhibitor]	.	.	.	.	-2	.	3%	-20	-4%
CC(C)c1ccc(-c2nc(N3CCCCCC3)nc3n[nH]c(N)c23)cc1	-42%	25	2	-9%	6%	3	1%	-1%	-12	4%
Cn1ccc(=S)c2ccccc21	-15%	-3	-22	?	4%	0	0%	1%	-14	-10%

Additional entries follow:
SMILES	Integrin act MD	TRPV1 agonist	Coupling enz	MBNL1-CUG inh	CXXC DNA block	hERG WT inh	GALK inh	ASM inhibitor	KCNH2 3.1 inh	AT treatment
O=C(CSc1nnc2ccc(-c3cccnc3)nn12)Nc1ccccc1	-14%	-2	.	.	.	-2	.	-2%	-3	10%
O=C(OCC#CCSc1nnc(-c2ccc([N+](=O)[O-])cc2)o1)c1cccs1	-53%[inhibitor]	2	-5	?	-2%	-2	-2%	-7%	-20	-2%
COc1ccc(F)c(C2C(C#N)=C(N)Oc3n[nH]c(C(C)(C)C)c32)c1 (stereo not given)	-50%[inhibitor]	-6	0	1%	-2%	-3	-6%	4%	0	2%
CN(C)c1ccc(C(=S)N2CCCCC2)cc1Br	-9%	18	5	-3%	-3%	0	-1%	2%	7	1%
C=C(C)CSc1nnc2n(N)c(=O)c3ccccc3n12	-12%	-2	2	0%	10%	3	3%	0%	-14	.
COc1cccc(C(=O)CN2CCC(NC(=O)NC3CCCCC3)CC2)c1	8%[7.66 µM]	2	2	2%	3%	-21	2%	5%	5	12%
Cc1ccccc1NC(=O)C1CCCN1S(=O)(=O)c1ccccc1C(F)(F)F (stereo not given)	12%	6	.	.	.	-12	.	-1%	0	1%
O=C1CC(c2ccc(F)cc2)CC(O)=C1C1NCCc2ccccc21 (stereo not given)	-4%	-1	4	11%	-7%	4	1%	-2%	0	11%
Cc1cc(C)nc(NS(=O)(=O)c2ccc(N/C=C3\CCCC3=O)cc2)n1	4%	-3	3	?	3%	1	-2%	14%	-14	.
CCOc1ccc(S(=O)(=O)N2CCC(C(=O)NCCc3ccc(OC)c(OC)c3)CC2)cc1	-12%	-1	1	-4%	9%	8	-2%	-1%	-4	-3%
CN(CC(=O)Nc1ccc(Cl)c(S(=O)(=O)N(C)C)c1)Cc1ccccc1	0%	9	0	-1%	-18%	2	8%	1%	0	1%
O=C(CSc1nc2ccccc2c(=O)n1-c1cccc(C(F)(F)F)c1)NC1CC1	-24%	14	0	-9%	-6%	-15	2%	1%	-1	.
CCOC(=S)N/C(=N\S(=O)(=O)c1ccccc1)c1ccccc1	7%	1	4	-7%	-4%	-1	0%	1%	-2	-2%
CC1=Nc2ccccc2N=C(NC(=O)CSC(=S)N2CCN(C)CC2)C1c1ccccc1 (stereo not given)	-14%	.	3	.	0%	0	-1%	-2%	-11	-7%
C=CCN1C=CC=C/C1=C1\SC(=S)N(C)C1=O	-16%	1	6	?	?	0	0%	-5%	4	-6%
COC(=O)Cn1nnc2c(cnn2-c2ccccc2)c1=O	10%	30	2	?	1%	0	-2%	-2%	-5	1%[11.5 µM]
COc1ccccc1-c1nnc(SCC(=O)Nc2c(Cl)cccc2Cl)o1	-12%	-3	5	-3%	3%	-21	0%	5%	6	2%
C/C(=N\NC(=O)c1cc(Br)ccc1O)c1cccs1	?	-1	-8	6%	-1%	15	-2%	0%	.	-1%
CC(=O)COc1ccc2c3c(c(=O)oc2c1)CCCC3	1%[7.66 µM]	0	0	-3%	0%	-9	2%	38%	-3	4%
Cc1cc(Cl)ccc1OCC(=O)NCCCCc1ccccc1	-24%	15	0	-5%	2%	-13	-1%	-13%	.	11%
O=C(CCCc1cccs1)Nc1nccs1	12%	8	0	4%	6%	1	2%	0%	-2	-2%
NC(=O)NC(=O)CSc1nc(-c2ccccc2)c(-c2ccccc2)n1CC1CCCO1 (stereo not given)	-14%	5	4	18%	16%	-8	-3%	3%	5	-1%
CCCNC(=O)c1n[nH]c(=O)c2ccccc12	22%	-4	1	2%	-2%	5	2%	0%	3	-4%
COc1ccc(N2CC(C(=O)N3CCN(S(=O)(=O)c4ccc(F)c(F)c4)CC3)CC2=O)c(OC)c1 (stereo not given)	2%	.	.	.	.	-1	.	-1%	-14	.
CCCCn1nc(C(=O)Nc2ccc(S(=O)(=O)Nc3ncccn3)cc2)c2ccccc2c1=O	-4%	7	5	13%	1%	6	7%	1%	18	-1%
Cc1ccc(N2CCN(C(=O)CNS(=O)(=O)c3ccc(Br)s3)CC2C)cc1 (stereo not given)	-6%	9	2	2%	-2%	3	-1%	-10%	-2	-3%
CC(C)(C)Cc1nnc(NC(=O)CN2C(=O)c3ccccc3C2=O)s1	20%	1	-5	9%	4%	2	-3%	-1%	-5	-5%
CC(=O)c1nc2ccccc2n1CCc1ccccc1	-9%	?	-1	5%	9%	-11	-2%	0%	-12	11%
Cc1ccc(C)c(OCC(O)CN2CCCCC2C)c1 (stereo not given)	-25%	3	0	-7%	1%	16	13%	1%	-1	-2%
CCCn1nc(NC(=O)COC)c2cc3cccc(C)c3nc21	21%	?	-1	7%	8%	2	-1%	.	7	12%
N#Cc1cccc(NC(=O)COC(=O)c2cc(S(=O)(=O)Nc3ccccc3Cl)ccc2O)c1	11%	.	.	.	.	7	.	-14%	1	-1%
O=C(COc1ccccc1)OC(C(=O)c1ccccc1)c1ccccc1 (stereo not given)	3%	2	-1	-6%	6%	2	-1%	-4%	-18	5%
Cc1nnc(SCCN2CCOCC2)c2nn(-c3ccccc3F)c(C)c12	-27%	20	1	22%	-6%	-23	2%	-2%	-8	-5%

From PubChem BioAssay
